DAT uptake mod – modulates human dopamine transporter uptake under cocaine | Q01959 | B-score at 10 µM | LLC-PK1 hDAT cells, [14C]-dopamine uptake with cocaine IC80; actives deviate in either direction | 110,000 tested, 1.3% active;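 active means Z score or B-score, a plate-position-corrected score, falls beyond the plate's 99.7% confidence bounds, in either direction; inactive means both scores lie inside the 99.7% bounds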;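 further: scored against the spread of the other compound wells on the same plate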
Target sequence (Q01959 whole entry, looked up): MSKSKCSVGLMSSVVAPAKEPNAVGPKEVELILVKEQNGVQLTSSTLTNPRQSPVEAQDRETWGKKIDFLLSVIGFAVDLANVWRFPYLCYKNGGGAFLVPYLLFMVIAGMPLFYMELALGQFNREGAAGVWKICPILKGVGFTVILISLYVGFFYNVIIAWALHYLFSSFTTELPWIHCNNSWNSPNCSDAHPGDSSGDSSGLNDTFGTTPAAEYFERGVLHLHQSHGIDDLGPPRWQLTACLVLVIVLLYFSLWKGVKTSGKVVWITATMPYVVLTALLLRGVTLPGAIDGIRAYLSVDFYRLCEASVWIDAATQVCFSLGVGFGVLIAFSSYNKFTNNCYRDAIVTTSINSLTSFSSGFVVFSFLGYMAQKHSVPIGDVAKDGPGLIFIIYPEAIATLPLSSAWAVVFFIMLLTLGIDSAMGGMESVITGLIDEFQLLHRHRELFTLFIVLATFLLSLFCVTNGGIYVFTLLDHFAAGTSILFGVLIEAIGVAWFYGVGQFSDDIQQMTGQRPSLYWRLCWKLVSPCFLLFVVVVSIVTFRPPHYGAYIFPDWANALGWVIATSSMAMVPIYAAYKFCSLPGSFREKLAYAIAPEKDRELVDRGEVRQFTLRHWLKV
* hit, by the source's call.

SMILES | DAT uptake mod
O=C1NC2CCc3nc4ccccc4c(=O)n3C2=Nc2ccccc21 (stereo not drawn) | 1.8
C[C@@H](CO)NC(=O)c1ccc2c3n(nc2c1)-c1ccccc1CO3 | 0.44
COC(=O)C1=C[C@@H](C(=O)OC)[C@@H]2C3=C(C(=O)[C@@]2(C)NC(=O)c2ccccc2)[C@H](c2ccccc2)[C@@H]2C(=O)NC(=O)[C@@H]2[C@@H]3C1 | -0.29
Cc1ccc(-c2cccc(C3CC=CC4C3C(=O)N(Cc3ccccc3)C4c3ccc(C(F)(F)F)cc3)c2)cc1 (stereo not drawn) | -0.0067
C/C=C\C(=O)Nc1cccc(C2=NOC3(C2)C[C@H](C(N)=O)N(C(=O)/C=C/CC)C3)c1 (stereo partly drawn) | -0.76
C#CCOCCOCCOCCNc1nc(N2CCN(C(=O)[C@H]([C@@H](C)CC)n3cc(CCCN=C(N)N)nn3)CC2)nc(N2CCN(C(=O)[C@H](Cc3ccc(O)cc3)n3cc(CCO)nn3)CC2)n1 | 0.21
N#Cc1c(N)n[nH]c1Cc1cccc2ccccc12 | -0.98
O=[n+]1cc(-c2cc3ccccc3o2)n([O-])c2c1CCCC2 | -0.82
Cc1ccsc1C(=CCCN1CCC[C@@H](C(=O)O)C1)c1sccc1C | -0.15
CCC1(CC)C(=O)C2=C3C1[C@H](C(=O)OC)C=C(C(=O)OC)C[C@H]3[C@H]1C(=O)N(Cc3ccccc3)C(=O)[C@H]1[C@H]2C (stereo partly drawn) | 0.089
COc1ccc2c(c1OC)CN1CCc3cc4c(cc3[C@@H]1[C@@H]2O)OCO4 | 0.34
CCOC(=O)/C=C/c1ccc2c(c1)S(=O)(=O)N(Cc1ccc(OC)cc1)[C@H]2CC(=O)OCC | -0.49
C/C=C\C(=O)Nc1cccc(C2=NOC3(C2)C[C@H](C(N)=O)N(C(=O)[C@H]2CCC(=O)N2)C3)c1 (stereo partly drawn) | -0.03
CCCCCC/C=C/c1ccc([C@H]2[C@H]3C=CC[C@@H](C)[C@@H]3C(=O)N2Cc2ccccc2)c(F)c1 | 0.13
O=C(NC1CCCCC1)C(=O)c1c(-c2ccccc2)[nH]c2ccccc12 | -0.078
Cc1ccc(-c2[nH]c3ccccc3c2SCCNC(=O)c2ccc(S(=O)(=O)N3CCOCC3)cc2)cc1 | 0.18
CCCCC1=CC2=CC(=O)C(C)(OC(=O)CC)C(=O)C2=CN1CCc1c[nH]c2ccccc12 (stereo not drawn) | -1.7
COC(C[C@H](O)CC(=O)[C@H](C)OCc1ccccc1)OC | -0.086
NC(=O)[C@H]1CC2(CC(c3cccc(NC(=O)CC(c4ccccc4)c4ccccc4)c3)=NO2)CN1C(=O)c1ccccc1C(=O)c1ccccc1 (stereo partly drawn) | -0.13
COc1cc(CCCN2C(=O)C(=O)NC[C@@H]2CCCCN)cc(OC)c1OC | -0.33
CC(=O)C1=C(C)N(Cc2ccccc2)C(=O)N[C@H]1c1cccc(C(F)(F)F)c1 | 0.8
O=C(NCc1ccccc1)C1=C[C@@H](c2coc3ccccc3c2=O)C[C@@H](OCCCCO)O1 | 0.64
CC1(OC(=O)C2CCCC2)C(=O)C=C2C=C(c3ccsc3)N(Cc3ccco3)C=C2C1=O (stereo not drawn) | -0.1
Cc1ccccc1CN1C(=O)[C@H]2Cc3c([nH]c4ccccc34)C(C)(C)N2C1=O | -0.64
CC1=CC(C)(C)C(C(=O)O)C(C(=O)O)C1 (stereo not drawn) | 0.2

13 compounds already listed, arranged by formula weight, descending:
SMILES | DAT uptake mod
C#CCOCCOCCOCCNc1nc(N2CCN(C(=O)[C@H]([C@@H](C)CC)n3cc(CCCN=C(N)N)nn3)CC2)nc(N2CCN(C(=O)[C@H](Cc3ccc(O)cc3)n3cc(CCO)nn3)CC2)n1 | 0.21
Cc1ccc(-c2cccc(C3CC=CC4C3C(=O)N(Cc3ccccc3)C4c3ccc(C(F)(F)F)cc3)c2)cc1 (stereo not drawn) | -0.0067
Cc1ccc(-c2[nH]c3ccccc3c2SCCNC(=O)c2ccc(S(=O)(=O)N3CCOCC3)cc2)cc1 | 0.18
CCOC(=O)/C=C/c1ccc2c(c1)S(=O)(=O)N(Cc1ccc(OC)cc1)[C@H]2CC(=O)OCC | -0.49
CC1(OC(=O)C2CCCC2)C(=O)C=C2C=C(c3ccsc3)N(Cc3ccco3)C=C2C1=O (stereo not drawn) | -0.1
CCCCCC/C=C/c1ccc([C@H]2[C@H]3C=CC[C@@H](C)[C@@H]3C(=O)N2Cc2ccccc2)c(F)c1 | 0.13
COc1cc(CCCN2C(=O)C(=O)NC[C@@H]2CCCCN)cc(OC)c1OC | -0.33
Cc1ccsc1C(=CCCN1CCC[C@@H](C(=O)O)C1)c1sccc1C | -0.15
Cc1ccccc1CN1C(=O)[C@H]2Cc3c([nH]c4ccccc34)C(C)(C)N2C1=O | -0.64
O=C1NC2CCc3nc4ccccc4c(=O)n3C2=Nc2ccccc21 (stereo not drawn) | 1.8
C[C@@H](CO)NC(=O)c1ccc2c3n(nc2c1)-c1ccccc1CO3 | 0.44
COC(C[C@H](O)CC(=O)[C@H](C)OCc1ccccc1)OC | -0.086
CC1=CC(C)(C)C(C(=O)O)C(C(=O)O)C1 (stereo not drawn) | 0.2

Carrying on:
SMILES | DAT uptake mod
COC(=O)CCCC1=CC2=C(c3ccccc3)C(=O)C(C)(OC(=O)C3CCCC3)C(=O)C2=CN1CCN1CCOCC1 (stereo not drawn) | -0.039
C/C=C1\COC(C(=O)NCc2ccccc2)(C(F)(F)F)C=C1C=C(C)C (stereo not drawn) | -0.95
COCCOC(=O)c1c(C)oc2ccc(NS(=O)(=O)c3ccc(C(=O)O)cc3)cc12 | -0.69
O=C(CSc1nc(N2CCCCC2)nc(N2CCCCC2)n1)N1CCN(c2ccccc2)CC1 | -0.065
CC1(OC(=O)C2CCCC2)C(=O)C=C2C=C(c3ccsc3)N(C3CC3)C=C2C1=O (stereo not drawn) | -0.82
COC/C=C/C1=CC2=CC(=O)C(C)(OC(=O)c3cnc4ccccc4n3)C(=O)C2=CN1C1CCCC1 (stereo not drawn) | -2.3
NC(=O)[C@H]1CC2(CC(c3cccc(NC(=O)[C@H]4CCC(=O)N4)c3)=NO2)CN1C(=O)c1ccccc1 (stereo partly drawn) | 0.0077
O=C(C1=C[C@H](c2csc3ccccc23)C[C@H](OCCCCO)O1)N1CCN(Cc2ccc3c(c2)OCO3)CC1 | 2.6*
O=c1[nH]c2ccccc2n1CCCSCCCn1c(=O)[nH]c2ccccc21 | 2
Cc1ccc(CNC(=O)C2CC(c3ccccc3F)=NO2)cc1 (stereo not drawn) | -0.53
COc1ccc(-c2c(C3=CCCCC3)oc3ccc(-c4ccc5c(c4)OCO5)cc23)cn1 | 0.35
Cc1ccc(C)c(OCCCC(C)(C)C(=O)O)c1 | 0.22
NC(=O)c1ccsc1NC(=O)C1CC1 | -1.1
Cc1cccc(N2CC(c3nc4ccccc4n3C)CC2=O)c1C (stereo not drawn) | -0.58
CC(C)CC(CO)N1CCN(C(=O)c2cccc(Cl)c2)CCC1=O (stereo not drawn) | 0.02
CC(C)(C)OC(=O)CNC(=O)c1[nH]cnc1C(=O)Nc1ccc(CNC(=O)OC(C)(C)C)cc1 | 0.65
O=C(O)C1Nc2ccc(C(F)(F)F)cc2C2OCCC12 (stereo not drawn) | -0.31
O=C1CCN(Cc2ccccc2)S(=O)(=O)c2ccccc21 | 0.073
COC/C=C/C1=CC2=CC(=O)C(C)(OC(=O)c3cnc4ccccc4n3)C(=O)C2=CN1CC1CC1 (stereo not drawn) | -0.6
COC(=O)C1=C(C)N(CC2CC2)C(=O)N[C@H]1c1ccccc1 | -0.14
COc1ccc(C(CC(=O)N2CCCC2)c2c(OC)cc(OC)c3c(-c4ccccc4)cc(=O)oc23)cc1 (stereo not drawn) | 1.1
COC(=O)C[C@H]1c2cc(C(F)(F)F)ccc2S(=O)(=O)N1Cc1ccccc1OC | 0.34
CC(=O)Oc1ccccc1C(=O)O | -0.41
C#Cc1ccc([C@H]2C=C(C(=O)Nc3ccccc3)O[C@@H](OCc3ccc(CO)cc3)C2)cc1 | 0.11
COc1ccc2c(c1)O[C@@H](c1cccc(C(F)(F)F)c1)[C@H](OC(=O)N[C@H]1CCCc3ccccc31)C2=O | 0.27

(listing goes on)
SMILES | DAT uptake mod
NC(=O)CN1CCOCCN(CC(N)=O)CCOCC1 | 0.11
CCCNC(=O)c1ccc2c(=O)c(O)c(-c3ccc(C)cc3)[nH]c2c1 | 0.37
Cc1ccc(C2=CC(c3ccccc3)n3ncnc3N2)cc1 (stereo not drawn) | 1.3
COC(=O)C1=C(C)N(CCCC(=O)O)C(=O)NC1c1ccc([N+](=O)[O-])cc1 (stereo not drawn) | 0.58
Cc1nc(C(=O)NCc2ccccc2)sc1C1(C)CC(c2cccc([N+](=O)[O-])c2)=NO1 (stereo not drawn) | -0.58
COc1cccc(SCc2noc(C(=O)NCc3ccccc3)c2C(=O)NCc2ccccc2)c1 | -0.13
CCO[C@@H]1OC(C(=O)NCc2ccccc2)=C[C@H](c2ccccc2)[C@H]1CCCO | 1.5
CCN1C(=O)N[C@@H](c2cccc(C(F)(F)F)c2)[C@H](C(=O)OC)[C@H]1C | -0.3
CC(=O)[C@@]1(O)CC[C@H]2[C@@H]3CCC4=CC(=O)CC[C@]4(C)[C@H]3CC[C@@]21C | 0.64
C=C(CC1([C@@H](NP(=O)(c2ccccc2)c2ccccc2)[C@H]2C[C@@H]2CCCC)CC1)c1ccccc1 | -0.26
COC(=O)[C@H](NC(=O)c1cc(-c2ccccc2)nc2ccccc12)c1ccccc1 | -0.35
COCCn1c(CN2CCN(c3ccc(F)cc3)CC2)nc2c1c(=O)n(C)c(=O)n2C | -0.76
CCCCCC(=O)Nc1cccc(C2=NOC3(C2)C[C@@H](C(N)=O)N(C(=O)c2cc([N+](=O)[O-])cc([N+](=O)[O-])c2C)C3)c1 (stereo partly drawn) | 0.64
C/C(CCN1CCCCc2nc(C)c(C)cc21)=N\O[C@@H](C)c1cn([C@H](CO)Cc2ccccc2)nn1 | 0.38
CCC(=O)NNc1nc2c(F)cc(F)cc2s1 | -0.0025
C#CCNC(=O)C1=C[C@H](c2ccc3c(c2)OCO3)C[C@H](OCc2ccc(CO)cc2)O1 | 1.3
Cn1cc(C(N)=O)c2ccccc21 | -0.56
CCN(CC)C(=O)CC(c1cc(OC)c(OC)c(OC)c1)c1c(OC)cc(OC)c2c(-c3ccccc3)cc(=O)oc12 (stereo not drawn) | 0.63
CCOC(=O)CN1C(=O)N[C@@H](c2ccco2)C(C(C)=O)=C1C | -0.99
Cc1nc2ccc(S(=O)(=O)Nc3cccc(-c4nc5cccnc5s4)c3C)cc2s1 | 0.99
O=c1cc(-c2ccc(O)cc2)oc2cc(O)c(C3OC(CO)C(O)C(O)C3O)c(O)c12 (stereo not drawn) | -1.8
COc1cc2c(cc1O)[C@H](Cc1ccc(Oc3cc(C[C@@H]4NCCc5cc(OC)c(O)cc54)ccc3O)cc1)NCC2 | 0.94
COc1ccc(CCN(C)CCc2ccc(OC)c(OC)c2)cc1OC | 0.17
CN1C(C(=O)NCCc2cccs2)CC2Cn3c(nc4ccccc43)C21 (stereo not drawn) | 0.45
C/C=C(\C)C(=O)NCCN1C2=NC[C@H](C(C)C)N2C[C@H]1Cc1ccc(O)cc1 | -0.085

The results go on:
SMILES | DAT uptake mod
COc1ccc(N/C(=C2\CCCC2=O)C2CCCCC2)cc1 | 0.096
CC(C)n1nnnc1SCC(=O)Nc1ccccc1N1CCOCC1 | -0.14
CCOC(=O)C(=CNc1ccc(O)c(C(=O)OC)c1)C(=O)OCC | 0.41
C/C=C/C=C/C(=O)[C@@H]1[C@@H]([C@]2(C)OC(=O)C(C)=C2O)[C@H]2/C(=C(O)/C=C/C=C/C)C(=O)[C@]1(C)C(=O)C2(C)O (stereo partly drawn) | 0.6
CCN1C(=O)N[C@@H](c2cccc(F)c2)C(C(C)=O)=C1C | 0.098
O[C@H]1COC2C1OC[C@@H]2O (stereo partly drawn) | 0.52
Cc1nc(-c2ccccc2)sc1C1(C)CC(c2ccccc2F)=NO1 (stereo not drawn) | -0.79
COc1cccc(C(N)=O)c1 | -0.28
CCOC(=O)c1cc(-c2ccccc2)nn1CC1CC(c2ccc(Cl)cc2)=NO1 (stereo not drawn) | -0.026
CCOC(=O)c1sc(NC(=O)CSc2nc3c(c(=O)n2-c2ccc(F)cc2)SCC3)c(C(=O)OCC)c1C | -0.58
CS(=O)(=O)c1ccc(-c2cc(Br)sc2-c2ccc(F)cc2)cc1 | -0.55
CC(CN(C)C)CN1c2ccccc2CCc2ccccc21 (stereo not drawn) | -0.84
O=C1c2ccccc2C(=O)N1Cc1nc2ccccc2c(=O)n1Cc1ccco1 | 0.014
C[C@H](NC(=O)c1nc[nH]c1C(=O)NCCCCCNC(=O)OC(C)(C)C)C(=O)OCc1ccccc1 | -0.1
COc1cc2c(c(OC)c1OC)-c1c(cc3c(c1OC)OCO3)C1OC2[C@@H](C)[C@H]1C (stereo partly drawn) | 0.66
O=C(C1=C[C@@H](c2ccc(C(F)(F)F)cc2)C[C@@H](OCc2ccc(CO)cc2)O1)N1CCN(Cc2ccc3c(c2)OCO3)CC1 | -0.2
N#Cc1ccc(C23CC4(C2)[C@H](CN(Cc2ccc(-c5ccccc5)cc2)[C@@H]4c2ccccc2)C3c2ccc(Cl)nc2)cc1 (stereo partly drawn) | 0.48
O=C(c1ccoc1)N1CCC2(CC1)Oc1ccc(F)cc1C(=O)C21CC(c2ccc(Cl)cc2)=NO1 (stereo not drawn) | 0.14
COCCN1C=C2C(=O)C(C)(OC(=O)CCC(=O)OC)C(=O)C=C2C=C1C1CC1 (stereo not drawn) | -1.6
COC(=O)CCCC1=CC2=C(c3ccccc3)C(=O)C(C)(OC(=O)C3CCCC3)C(=O)C2=CN1CCc1c[nH]c2ccccc12 (stereo not drawn) | 0.03
C[C@@H](C(=O)NCc1ccc(S(C)(=O)=O)cc1)[C@@H]1C[C@@]1(C)[C@@H](NC(=O)OCc1ccccc1)c1ccccc1 | 1.5

Only part of the results is shown (hit frequency here may not be typical).
